High-throughput results (PubChem BioAssay)
GSK3 alpha inh – blocks human GSK-3 alpha kinase. P49840. ADP-Glo luminescence, 60 min. inhibition, % at 10 µM. hit rate 0.1% among 320,000;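 in the data active means inhibition above about 50%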;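 further: GST-tagged GSK-3 alpha with peptide substrate and 25 µM ATP; 0% = DMSO neutral wells and 100% = GW8510 positive control wells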
hERG protect – hERG (human) protection from proarrhythmic block | Q12809 | CHO-hERG, FluxOR thallium flux, dofetilide IC70 present | activation (rescue from dofetilide block), less the hit threshold, % at 10 µM | hit rate 0.51% among 310,000;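 active means activation above the mean of controls blocked by dofetilide plus 5 SD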;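 further: thallium influx through hERG after potassium depolarization seen as dye fluorescence rise; in these data hits start at about 4.7%; inactives centre near -7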
RGS4 act – RGS4 potentiation or activation. hit rate 0.92% among 310,000. B-score at 10 µM. HEK293 M3R/inducible RGS4, carbachol calcium flux Fluo4; active compounds read low;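 active means B-score of the integrated calcium signal more than 4 SD below the library mean, with starting fluorescence not abnormally high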;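 further: negative B-score means reduced calcium response which marks RGS4 activation or potentiation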
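Assay system: Inducible-RGS4 HEK293 cells carrying M3 receptor | Schedule: Compound preincubation 20 min at room temperature before agonist | Signal: Kinetic calcium fluorescence imaging with Fluo4-AM dye, 2 µM | Read-out basis: B score from integrated fluorescence ratio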
DYRK1A inh – blocks rat Dyrk1A kinase activity | ADP-Glo luminescence, NFATc1 peptide | hit rate 0.43% among 310,000 | inhibition, % at 12.5 µM | Q63470; in the data active means inhibition above about 50%;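 further: plate controls were vehicle with enzyme for no effect and no enzyme for full effect; many of its hits are not listed in these tables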
GSK3B inh – inhibitors of human GSK3beta kinase; hit rate 0.038% among 300,000; activity score (negative = inhibition), % at 10 µM; AID 2097; GST-GSK3beta kinase, ADP-Glo luminescence, 60 min; active compounds read low; P49841;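 active means more than half of replicate wells score below -50%, meaning over 50% inhibition versus plate controls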;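 further: 0% = median DMSO wells and -100% = median GW8510 positive control wells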
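Assay system: GST-fused GSK3beta enzyme, cell-free / Medium: Tris pH 7.5 buffer with MgCl2, DTT, BSA, heparin / Also added: peptide substrate plus 25 µM ATP (final) / Compound: 10 µM single point / Timing: kinase reaction with compound 60 min at room temperature / Detection: ADP-Glo luminescence / Benchmarks: DMSO neutral wells and GW8510 at 20 µM as positive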
KCNQ1 inh – blocks the human KCNQ1 potassium channel. P51787. CHO-K1 KCNQ1, FluxOR thallium flux fluorescence; active compounds read high. B-score at 10 µM. hit rate 1.3% among 310,000. AID 2642;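 active means compounds whose thallium flux B-score, printed positive for inhibition, exceeds three library SD while starting fluorescence stays within three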;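 further: channel opened by potassium depolarization with thallium stimulus after 20 min compound exposure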
PolyA inhibitor – inhibitors of polyadenylation in S. cerevisiae. S. cerevisiae SKY197-pL101 polyadenylation reporter, beta-gal luminescence; efflux-impaired pdr1/pdr3 knockout yeast; score 100 = 6 SD above DMSO. calls only at 12 µM. hit rate 0.02% among 300,000;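 active means lowest replicate activity score at least 50, where 100 means six control SD above control mean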;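 further: yeast exposed to compound for 9 h at 30 °C; higher score means more reporter readthrough which indicates perturbed polyadenylation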
KCNQ1 act – potentiates or activates the human KCNQ1 potassium channel; B-score at 10 µM; hit rate 0.35% among 310,000; CHO-K1 KCNQ1, thallium flux FluxOR fluorescence; active compounds read high; P51787; AID 2648;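 active means fluorescence ratio B-score, a plate-corrected score, at least three library SD, with initial intensity B-score within 5 SD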
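System: Stable KCNQ1 CHO-K1 line | Incubation: 90 min dye loading and 20 min compound exposure, both at room temperature | Measure: Ratio B score | Medium: Assay buffer for compound exposure, DMSO matched across wells | Compound dosing: Single-concentration screen | Probe or stimulus: K+/Tl+ depolarizing stimulus | Measured by: Kinetic FluxOR fluorescence, 10 s baseline plus 110 s post-stimulus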
KCNK3 block – human KCNK3 channel inhibition, primary screen | O14649 | CHO-KCNK3 thallium flux, FluxOR fluorescence; active compounds read low | B-score at 10 µM | hit rate 0.84% among 340,000 | AID 602410;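 active means B-score under library mean minus 4 SD, starting fluorescence ratio at most library mean plus 5 SD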;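 further: more negative B-score means stronger inhibition of thallium flux through KCNK3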
Target sequence (O14649 whole entry, looked up): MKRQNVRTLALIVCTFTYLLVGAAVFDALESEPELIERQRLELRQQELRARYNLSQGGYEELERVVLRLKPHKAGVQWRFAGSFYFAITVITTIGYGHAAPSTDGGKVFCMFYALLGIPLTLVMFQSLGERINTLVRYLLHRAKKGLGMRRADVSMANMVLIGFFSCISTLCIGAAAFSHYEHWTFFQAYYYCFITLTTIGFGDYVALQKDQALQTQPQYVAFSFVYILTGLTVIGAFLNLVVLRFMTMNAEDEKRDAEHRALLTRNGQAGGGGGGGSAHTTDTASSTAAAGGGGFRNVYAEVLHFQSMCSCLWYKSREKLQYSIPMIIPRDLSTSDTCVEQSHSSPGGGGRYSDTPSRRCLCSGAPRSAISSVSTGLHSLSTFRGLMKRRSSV
KCNK9 block – blocks the human KCNK9 two-pore domain potassium channel; Q9NPC2; HEK293 KCNK9, FluxOR thallium flux fluorescence; active compounds read low; B-score at 10 µM; hit rate 1.2% among 310,000; AID 488922;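 active means ratio B-score over 3 SD below the library mean, with starting fluorescence within 5 SD of its mean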;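 further: negative B-score means less thallium flux so channel inhibition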
Target sequence (Q9NPC2 whole entry, looked up, the tested form may be a part): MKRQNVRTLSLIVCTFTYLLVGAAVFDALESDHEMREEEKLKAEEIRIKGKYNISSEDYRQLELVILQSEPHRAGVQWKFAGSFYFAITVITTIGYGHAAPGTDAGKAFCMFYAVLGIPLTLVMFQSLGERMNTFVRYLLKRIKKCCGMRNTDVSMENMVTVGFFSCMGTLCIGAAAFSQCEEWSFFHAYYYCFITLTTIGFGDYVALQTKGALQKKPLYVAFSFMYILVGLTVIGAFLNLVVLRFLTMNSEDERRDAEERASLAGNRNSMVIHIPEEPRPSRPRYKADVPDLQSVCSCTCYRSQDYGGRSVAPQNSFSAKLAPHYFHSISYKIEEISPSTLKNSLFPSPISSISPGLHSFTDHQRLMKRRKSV
RGS4 inh – inhibitors of human RGS4. HEK293 M3R/RGS4 inducible, Fluo-4 calcium flux; active compounds read high; triggered by carbachol at its EC20. B-score at 10 µM. P49798. hit rate 0.45% among 310,000;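 active means B-score, a plate-corrected calcium signal, over three deviations above library mean, with baseline fluorescence within five deviations of library mean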;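 further: RGS4 expression induced by doxycycline in cells with stable M3 receptor; B-score is computed from the integrated fluorescence ratio over baseline after carbachol; higher B-score means a larger calcium signal and so more RGS4 inhibition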
Target sequence (P49798 whole entry, looked up): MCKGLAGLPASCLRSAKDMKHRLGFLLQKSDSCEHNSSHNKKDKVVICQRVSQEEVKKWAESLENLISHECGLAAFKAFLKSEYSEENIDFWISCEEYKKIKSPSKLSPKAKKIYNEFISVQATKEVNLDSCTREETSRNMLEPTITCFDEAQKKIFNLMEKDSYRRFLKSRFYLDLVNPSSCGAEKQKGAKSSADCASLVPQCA
* hit, by the source's call; i = inactive; · = no result given.

SMILES	GSK3 alpha inh	hERG protect	RGS4 act	DYRK1A inh	GSK3B inh	KCNQ1 inh	PolyA inhibitor	KCNQ1 act	KCNK3 block	KCNK9 block	RGS4 inh
COc1ccc(CCNC(=O)CSc2nn3c(=O)c(C)nnc3s2)cc1OC	-1	-6	i	1	-2	i	i	i	i	i	i
COc1ccc(/C=C(/NC(=O)c2ccc([N+](=O)[O-])cc2)C(=O)NCCCN(C)C)cc1	-1	-19	i	1	2	i	i	i	i	i	i
Cc1nc2c(c(=O)n1CCC(C)C)c1nc3ccccc3nc1n2Cc1ccc2c(c1)OCO2	-1	-9	i	·	0	i	i	i	·	i	i
C/C=C/Cn1c(SCCCc2ccccc2)nc2c1c(=O)[nH]c(=O)n2C	-2	-9	i	4	0	i	i	i	i	i	i
CCOc1c(Br)cc(/C=C2/SC(=O)N(CC(=O)N3CCCC3)C2=O)cc1OC	-2	-11	i	6	-1	i	i	i	i	i	i
O=C(CCSc1ccccc1)NCc1cccnc1	0	-6	i	-2	-7	i	i	i	i	i	i
O=C(CN1CCCN(Cc2ccc(F)cc2)S1(=O)=O)NC1CCCC1	-1	-5	i	0	-1	i	i	i	i	i	i
COc1ccccc1-n1c(C)nc(=O)c(-c2ccccc2)c1C	-3	5.3*	i	-7	0	i	i	i	i	i	i
Cc1cccc(N2CN(Cc3cccnc3)CNC2=S)c1C	-1	-7	i	-3	0	i	i	i	i	i	i
C=CCn1c(-c2sc3nc(C)cc(C)c3c2N)n[nH]c1=S	-2	-9	i	·	0	i	i	i	i	i	i
O=C(O)c1ccc(-n2c(-c3cc(-c4ccco4)[nH]n3)n[nH]c2=S)cc1	6	-1	i	5	0	i	i	i	i	i	i
OCC1(CC2CCCCO2)CCN(C/C=C/c2ccccc2)CC1 (stereo not given)	-4	-6	i	2	0	i	i	i	i	i	i
O=C(NC1CCN(CC(=O)N(c2ccccc2)c2ccccc2)CC1)c1ccc([N+](=O)[O-])cc1	-4	-20	i	-1	3	i	i	i	i	i	i
Cc1cccc(OCC(=O)Nc2ccc(C(=O)NCC(C)C)cc2)c1	-1	-2	i	1	2	i	i	i	i	i	i
COc1ccc(Br)c(C(=O)N(C)CC(=O)Nc2ccc(N3CCOCC3)cc2)c1	·	-7	i	-3	4	i	i	i	i	i	i
CC1CC(C)CN(CCCNC(=O)c2ccc3nc(N4CCCCC4)sc3c2)C1 (stereo not given)	-1	-11	i	-2	1	i	i	i	i	i	i
COc1ccc(S(=O)(=O)N2CCCCCC2)cc1C(=O)N1CCN(c2ccccc2O)CC1	0	-11	i	-6	·	i	i	i	i	i	i
CC(C)c1ccccc1NC(=S)NN(Cc1ccccc1)c1ccccc1	-1	-7	i	-6	0	i	i	i	i	i	i
CC(C)C(=O)Nc1nc(-c2ccc([N+](=O)[O-])cc2)cs1	-3	-6	i	-3	-6	i	i	i	i	i	i
Cc1ccc(NC(=O)c2ccccc2[N+](=O)[O-])nc1	0	-10	i	2	0	i	i	i	i	i	i
CC1(C)N(O)CC(c2cccs2)=[N+]1[O-]	-8	-7	i	3	-1	i	i	i	i	i	i
O=[N+]([O-])c1ccccc1S(=O)(=O)N1CCN(c2ccccn2)CC1	-1	-2	i	·	-1	i	i	i	i	i	i
CN(Cc1ccccc1)c1oc(-c2ccco2)nc1C#N	9	-3	i	17	-3	i	i	i	i	i	i
c1ccc(-n2ncc3c(NCc4ccco4)ncnc32)cc1	-5	-12	i	-1	1	i	i	i	i	i	i
Cc1ccc(-c2cc(C)nc3ncnn23)cc1	3	-4	i	-7	1	i	i	i	i	i	i
CCOC(=O)C1CCCN(C(=O)CS(=O)(=O)Cc2ccccc2)C1 (stereo not given)	1	-5	i	-7	-4	i	i	i	i	i	i
O=C(CSc1nnc(-c2cccnc2)n1Cc1ccco1)c1ccccc1	0	-13	i	-5	0	i	i	i	i	i	i
Cc1c(C)c2ccc(OCC(=O)N[C@@H](Cc3c[nH]c4ccccc34)C(=O)O)cc2oc1=O	2	-6	i	12	-1	i	i	i	i	i	i
CCn1c(SCc2nc3ccccc3[nH]2)nnc1-c1ccncc1	0	-5	i	1	-7	i	i	i	i	i	i
COCCCNC(=S)N1CCC(C(=O)c2ccc(Cl)cc2)CC1	-1	-9	i	-5	3	i	i	i	i	i	i
CC(=O)c1sc(NC(=O)c2ccccc2C)nc1C	-2	-2	i	-4	-1	i	i	i	i	i	i
CC(C)(Oc1ccc(Cl)cc1)C(=O)NCc1ccc(S(N)(=O)=O)cc1	0	-12	i	-1	3	i	·	i	i	i	i
COc1ccc(COC(=O)c2ccc(C)c(S(=O)(=O)N3CCOCC3)c2)cc1F	1	-9	i	-8	5	i	i	i	i	i	i
CCO[C@H]1OC(C(N)=O)=C[C@@H](C)[C@@H]1CCCO	-5	-9	i	4	2	i	i	i	i	i	i
O=C(c1ccc(CS(=O)Cc2ccccc2Cl)o1)N1CCN(c2ccccn2)CC1 (stereo not given)	-2	-12	i	6	0	i	i	i	i	i	i
OCCN(Cc1ccccc1)Cc1nc(CC2CC2)no1	4	-5	i	2	1	i	i	i	i	i	i
CC12CCC(C(=Nc3ccc(N=C4C(=O)C5(C)CCC4C5(C)C)cc3)C1=O)C2(C)C	3	-7	i	·	1	i	i	i	·	i	i
Cc1nc(SCC(=O)c2cccs2)c2oc3ccccc3c2n1	2	-16	i	-3	1	10*	i	i	i	i	i
O=C(CCc1nnc(Cc2cccc(C(F)(F)F)c2)o1)NCC(F)(F)F	0	-4	i	-2	-1	i	i	i	i	i	i
COc1ccc(C(O)P(=O)(OCCC(C)C)c2ccc(N(C)C)cc2)cc1OC (stereo not given)	-4	-2	i	4	-5	i	i	i	i	i	i
Cc1ccc(C)c(N(CC(=O)NCCC2=CCCCC2)S(C)(=O)=O)c1	-1	-16	i	-2	-7	i	i	i	i	i	i
O=C(NC1CCCCC1)c1sc(=S)n2c1[nH]c(=O)c1ccccc12	0	-11	i	16	4	i	i	i	i	i	i
O=C(N/N=C/c1cc(Cl)ccc1O)c1cccnc1	0	-9	i	-1	1	i	i	i	i	i	i
NC(=O)C1=C[C@@H](c2ccc(Br)cc2)C[C@@H](OCc2ccc(CO)cc2)O1	0	-16	i	-5	-4	i	i	i	i	i	i
O=C(Nc1ccc(Cl)c(Cl)c1)OCCNC(=O)c1cccc(Cl)c1	-4	-6	i	4	1	i	i	i	i	i	i
CCc1cc(OCCN2C(=O)NC(C)(C)C2=O)ccc1Cl	0	-8	i	3	-9	i	i	i	i	i	i
CC(NC(=O)c1cccc(S(=O)(=O)N2CCN(C)CC2)c1)c1ccc(Cl)cc1Cl (stereo not given)	0	-24	i	-3	1	i	i	i	i	i	i
Cc1cc(=O)n(Cc2ccccc2)c(O)c1C#N	-2	-1	i	7	3	i	i	i	i	i	i
COCCCNC(=S)NNC(=O)c1ccccc1Br	9	-2	i	4	-6	i	i	i	i	i	i
CCOc1ccccc1NC(=O)c1oc2ccccc2c1NC(=O)C1CC1	-2	-3	i	-12	3	i	i	i	i	i	i
O=C(Nc1nccs1)c1cc(Cl)nc2ccccc12	0	0	i	·	2	i	i	i	i	i	i
COc1cc(/C=C(\C#N)C(=O)Nc2cc(C(F)(F)F)ccc2Cl)ccc1OCC(=O)Nc1cccc(C(F)(F)F)c1	1	-11	i	0	2	i	i	i	i	i	i
COc1ccc(C2C(C(N)=O)=C(C)Nc3ncnn32)cc1 (stereo not given)	-2	-12	i	-12	0	i	i	i	i	i	i
O=C(CN(Cc1ccco1)C(=O)CNS(=O)(=O)c1ccc(Cl)cc1)NC1CCCCC1	-2	-4	i	5	-2	i	i	i	i	i	i
COC(=O)c1c(C(C)=O)cnc2ccc(Br)cc12	·	-3	i	4	0	i	i	i	i	i	i
COc1cc(CNc2ccc3[nH]c(=O)[nH]c3c2)ccc1OCc1cccc(C)c1	-1	-15	i	-2	-2	i	i	i	i	i	i
COc1ccc2[nH]c3c(=O)n(Cc4ccc(C(=O)N5CCCCCC5)cc4)c(=S)[nH]c3c2c1	-2	0	i	-3	1	i	i	i	i	i	i
COc1ccc(S(=O)(=O)N2CCOC2CNC(=O)C(=O)NCCN(C)C)cc1 (stereo not given)	0	-5	i	-1	-4	i	i	i	i	i	i
COc1ccc(N2CCN(c3oc(Cc4ccccc4)nc3C#N)CC2)cc1	3	-12	i	0	3	i	i	i	i	i	i
CNC(=S)N(Cc1ccc(OC)cc1)Cc1cc2ccc(C)cc2[nH]c1=O	-2	-7	i	-7	-1	i	i	i	i	i	i

Fetched one by one from above (2):
SMILES	GSK3 alpha inh	hERG protect	RGS4 act	DYRK1A inh	GSK3B inh	KCNQ1 inh	PolyA inhibitor	KCNQ1 act	KCNK3 block	KCNK9 block	RGS4 inh
NC(=O)C1=C[C@@H](c2ccc(Br)cc2)C[C@@H](OCc2ccc(CO)cc2)O1	0	-16	i	-5	-4	i	i	i	i	i	i
O=C(NC1CCCCC1)c1sc(=S)n2c1[nH]c(=O)c1ccccc12	0	-11	i	16	4	i	i	i	i	i	i

(listing goes on)
SMILES	GSK3 alpha inh	hERG protect	RGS4 act	DYRK1A inh	GSK3B inh	KCNQ1 inh	PolyA inhibitor	KCNQ1 act	KCNK3 block	KCNK9 block	RGS4 inh
COc1cccc(-n2cc(CNCc3cn(C)nc3-c3ccccc3F)cn2)c1	-1	-16	i	-2	0	i	i	i	i	i	i
COc1ccc(CNC(=O)CCNC(=O)N2CCn3c2nc2ccccc23)cc1	-2	-3	i	4	-3	i	i	i	i	i	i
CCCn1c(N)c(C(=O)CSc2nc(C)nc3sc(C)c(C)c23)c(=O)[nH]c1=O	0	3	i	4	3	i	i	i	i	i	i
O=[N+]([O-])c1ccccc1S(=O)(=O)Nc1ccc(S(=O)(=O)N2CCOCC2)cc1	-3	0	i	0	4	i	i	i	i	i	i
Cc1ccccc1OCC(=O)Nc1cccc(Cl)c1C	3	-4	i	-4	1	i	i	i	i	i	i
CCN(CC)Cc1cc(C(=O)O)c(C)o1	0	-11	i	-6	-3	i	i	i	i	i	i
Cc1ccc(OCCn2cc(C(=O)O)c3ccccc32)cc1	-1	-3	i	3	4	i	i	i	i	i	i

Taken from above:
CCN(CC)Cc1cc(C(=O)O)c(C)o1 in DYRK1A inh is entered as -6
Cc1ccc(OCCn2cc(C(=O)O)c3ccccc32)cc1 in DYRK1A inh is entered as 3

A portion of the library; rates above refer to the full screens.
